# TDP2 inh = human TDP2 enzyme inhibitors, primary screen, biochemical, epi absorbance, recombinant enzyme; T5PNP hydrolysis, p-nitrophenol absorbance 415 nm; 370,000 tested, 0.34% active; AID 720702, 2013; inhibition, % at 12.8 µM;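 active means inhibition above the mean of all tested compounds plus 3 SD, set per campaign, cut at about 25% in these data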;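 further: 0% = DMSO with enzyme and 100% = buffer with substrate but no TDP2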
# Target sequence (O95551 whole entry, looked up): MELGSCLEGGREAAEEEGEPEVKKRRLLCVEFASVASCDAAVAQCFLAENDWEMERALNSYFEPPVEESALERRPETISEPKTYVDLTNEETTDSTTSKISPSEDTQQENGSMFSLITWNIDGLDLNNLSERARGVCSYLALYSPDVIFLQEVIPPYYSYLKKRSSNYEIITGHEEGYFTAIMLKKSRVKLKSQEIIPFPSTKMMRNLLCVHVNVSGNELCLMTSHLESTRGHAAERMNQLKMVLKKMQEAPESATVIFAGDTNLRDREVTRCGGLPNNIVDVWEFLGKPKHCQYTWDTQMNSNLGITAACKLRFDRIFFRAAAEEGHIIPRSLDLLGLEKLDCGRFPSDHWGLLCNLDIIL
#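 Test system: human TDP2 enzyme; Input: 120 nM TDP2 per well; Buffer or medium: Mg2+-containing Tris-HCl buffer, pH 7.5; Reagent: 5 mM T5PNP; Dosing: 12.8 µM single point, 1% DMSO; Incubation: reaction 2 h, 37 °C; Detection: p-Nitrophenol epi absorbance; Read-out: % inhibition relative to enzyme-containing and enzyme-free wells; Replicates: single well per compound.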
# SIAE primary = human SIAE inhibitors, primary screen, biochemical, fluorescence polarization, FP-Rh probe, 1536-well HTS | AID 1053197, 2014 | 370,000 tested, 0.69% active | SIAE FP-Rh probe binding | inhibition, % at 9.66 µM;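 active means inhibition above a cutoff: mean of compounds within the control limits plus 3 SD of those, cut at about 17% in these data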;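 further: 0% = plate median of compound wells and 100% = probe without SIAE protein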
# proKLK7 act = proKLK7 zymogen activators, primary screen, biochemical, fluorescence intensity. purified proKLK7, EDANS-DABCYL substrate fluorescence; 100% is mature enzyme control, 0% vehicle. activation, % at 7 µM. Kallikrein-7 (Homo sapiens), P49862. AID 652039, 2013. 370,000 tested, 0.9% active;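 active means activation above the mean of all tested compounds plus 3 SD, computed per campaign excluding outliers beyond control limits, cut at about 13% in these data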
# Target sequence (P49862 whole entry, looked up): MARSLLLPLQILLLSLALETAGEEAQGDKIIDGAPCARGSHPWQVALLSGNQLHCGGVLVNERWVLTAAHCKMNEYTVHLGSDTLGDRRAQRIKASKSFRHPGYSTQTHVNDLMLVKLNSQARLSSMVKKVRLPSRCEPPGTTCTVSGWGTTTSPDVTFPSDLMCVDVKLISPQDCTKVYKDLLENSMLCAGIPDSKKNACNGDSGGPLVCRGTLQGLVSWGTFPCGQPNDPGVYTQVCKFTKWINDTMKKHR
# TCR CD3 inh = inhibitors of human TCR-CD3 interaction, primary screen, biochemical, fluorescence, TAMRA-labeled TCR probe. inhibition, % at 9.4 µM. 360,000 tested, 0.37% active. T-cell receptor (TCR). AID 651800, 2012; in the data active means inhibition above about 19%;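 further: recombinant mutant TCR 2C K166C tagged with TAMRA read by polarization; 0% = receptor in buffer alone and 100% = receptor with positive control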
# DDE Tn7 FP inh = inhibitors of Tn7 peptide binding to fibrin DD(E), primary screen, biochemical, fluorescence polarization, human fibrin, Tn7 probe; Fibrinogen beta chain (Homo sapiens), P02675; FP displacement of FITC-Tn7 peptide from fibrin DD(E); 0% = median of compound wells per plate; inhibition, % at 8.3 µM; 370,000 tested, 0.13% active;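 active means inhibition above the mean of compounds falling within the control limits plus 3 SD of them, cut at about 14% in these data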;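 further: 0% = plate median of compound wells and 100% = 10 µM Aha-Tn7 peptide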
#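 Measure: % inhibition scaled between sample-field median and high-control FP; Test system: human fibrin DD(E); Quantity: 2 µM final DD(E) protein; Doses: one dose, 8.3 µM nominal; Schedule: compound with protein 10 min, then 3 h after probe, room temperature; Detection: fluorescence polarization; Medium: Tris buffer with calcium and detergent, pH 7.8.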
# PRMT1 inh = PRMT1 methyltransferase inhibitors, primary screen, biochemical, fluorescence polarization | inhibition, % at 2.79 µM | Protein arginine N-methyltransferase 1 (Homo sapiens), Q99873 | recombinant PRMT1, activity-based probe fluorescence polarization | 370,000 tested, 1.3% active | AID 652257, 2013;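 active means inhibition above about 21% made by adding two undisclosed values, limit read from the data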
# LEDGF integ inh = blockers of LEDGF/p75-dependent integrase strand transfer – biochemical, TR-FRET, high throughput, primary screen; TR-FRET IN-LEDGF/p75 DNA integration, Eu/Cy5; 370,000 tested, 0.64% active; AID 743269, 2014; inhibition, % at 3.7 µM;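 active means inhibition above the screen-wide mean plus 3 SD, cut at about 13% in these data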;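 further: signal is the Cy5 over europium emission ratio at 671 and 618 nm; 0% = plate median of compound wells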
# UHRF1 MBD2 ctr = UHRF1 methylated DNA binding inhibitors, primary screen, counter-screen for MBD2 inhibitor project, biochemical, TR-FRET, human UHRF1, single concentration. inhibition, % at 4.4 µM. 370,000 tested, 0.75% active. UHRF1 binding to methylated oligo; in the data active means inhibition above about 21%;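 further: UHRF1 SRA domain binding a hemimethylated CpG hairpin DNA probe; 0% = median of test compound wells and 100% = reference inhibitor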
# Tn6 DDE FP = inhibitors of Tn6 peptide binding to fibrin DD(E), primary screen, biochemical, fluorescence polarization, human fibrin, Tn6 probe | 370,000 tested, 0.21% active | AID 720509, 2013 | Fibrin DD(E) TRITC-Tn6 fluorescence polarization displacement | inhibition, % at 8.3 µM | Fibrinogen beta chain (Homo sapiens), P02675;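 active means inhibition above a per-campaign cutoff: mean of compounds within control limits plus 3 SD, cut at about 15% in these data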;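 further: 0% = median of all compound wells on the plate and 100% = blocking peptide control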
# MBD2 inh = inhibitors of MBD2 binding to methylated DNA, primary screen, biochemical, TR-FRET, DNA-binding domain, human. inhibition, % at 4.4 µM. MBD2 binding to methylated oligonucleotide. AID 686964, 2013. Methyl-CpG-binding domain protein 2 (Homo sapiens), Q9UBB5. 370,000 tested, 0.31% active; in the data active means inhibition above about 13%
# Target sequence (Q9UBB5 whole entry, looked up, the tested form may be a part): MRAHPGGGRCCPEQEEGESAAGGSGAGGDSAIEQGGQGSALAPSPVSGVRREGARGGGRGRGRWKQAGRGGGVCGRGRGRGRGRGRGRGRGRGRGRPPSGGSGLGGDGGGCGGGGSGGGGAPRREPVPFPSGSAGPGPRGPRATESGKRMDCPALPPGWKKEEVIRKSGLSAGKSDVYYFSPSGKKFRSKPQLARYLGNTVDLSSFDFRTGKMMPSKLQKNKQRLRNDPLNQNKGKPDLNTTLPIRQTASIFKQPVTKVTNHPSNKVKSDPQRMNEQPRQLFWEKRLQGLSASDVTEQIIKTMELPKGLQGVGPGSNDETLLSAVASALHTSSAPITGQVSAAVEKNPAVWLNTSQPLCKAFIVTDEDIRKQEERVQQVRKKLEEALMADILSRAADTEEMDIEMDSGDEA
# Numbers without * were called inactive.
# The opening 6 entries as a preview:
SMILES,TDP2 inh,SIAE primary,proKLK7 act,TCR CD3 inh,DDE Tn7 FP inh,PRMT1 inh,LEDGF integ inh,UHRF1 MBD2 ctr,Tn6 DDE FP,MBD2 inh
CCOc1ccc(NC(=O)Nc2cccn(Cc3ccccc3)c2=O)cc1,-10,4,0.2,0,-1,-3,3,0,-6,2
CN(C)S(=O)(=O)c1ccc(C(=O)NCCc2ccco2)cc1,8,3,-0.4,2,-8,0,1,3,-15,2
CCCCC(=O)NC(NC(=O)CCCC)c1ccc(OCC(C)C)c(OC)c1,-5,2,-0.7,-3,0,-1,4,-4,-6,3
COc1ccc(Br)cc1/C=C\C(=O)NCc1cccnc1,-10,-3,0.5,5,0,4,-2,0,-1,1
CCOC(=O)N1CCN(S(=O)(=O)c2cccc3nonc23)CC1,-3,-2,-0.1,-2,-6,0,1,1,-2,0
COc1ccc(-c2noc(CN(C)C(=O)c3ccco3)n2)cc1,19,7,-0.3,7,9,-3,-3,0,-5,1

# The list itself (from the top)
SMILES,TDP2 inh,SIAE primary,proKLK7 act,TCR CD3 inh,DDE Tn7 FP inh,PRMT1 inh,LEDGF integ inh,UHRF1 MBD2 ctr,Tn6 DDE FP,MBD2 inh
CCOc1ccc(NC(=O)Nc2cccn(Cc3ccccc3)c2=O)cc1,-10,4,0.2,0,-1,-3,3,0,-6,2
CN(C)S(=O)(=O)c1ccc(C(=O)NCCc2ccco2)cc1,8,3,-0.4,2,-8,0,1,3,-15,2
CCCCC(=O)NC(NC(=O)CCCC)c1ccc(OCC(C)C)c(OC)c1,-5,2,-0.7,-3,0,-1,4,-4,-6,3
COc1ccc(Br)cc1/C=C\C(=O)NCc1cccnc1,-10,-3,0.5,5,0,4,-2,0,-1,1
CCOC(=O)N1CCN(S(=O)(=O)c2cccc3nonc23)CC1,-3,-2,-0.1,-2,-6,0,1,1,-2,0
COc1ccc(-c2noc(CN(C)C(=O)c3ccco3)n2)cc1,19,7,-0.3,7,9,-3,-3,0,-5,1
Cc1ccc(C(=O)COC(=O)CNS(=O)(=O)c2ccccc2)cc1[N+](=O)[O-],-4,0,0.4,10,0,1,-2,-1,2,0
C(=C\c1ccccc1)/CN1CCN(C(c2cccc3ccccc23)c2nnnn2-c2ccc3c(c2)OCCO3)CC1 (stereo unspecified),1,-8,0.6,5,0,0,0,1,9,1
CCc1c(C)c2cc(Cl)c(O)c(CN3CCCCC3)c2oc1=O,-2,0,51*,7,-6,-3,-1,-4,0,-6
COc1ccccc1C(=O)N1CCC(N2CCN(c3ccccc3OC)CC2)CC1,-2,-8,0.3,-6,-2,2,5,7,4,0
COc1ccc(N(S(=O)(=O)c2ccccc2)S(=O)(=O)c2ccccc2)c(N)c1,1,-7,0.0,-2,-3,-1,1,-2,-7,-3
Cc1ccc2cc(C3CC(c4cccs4)=NN3S(C)(=O)=O)c(Cl)nc2c1 (stereo unspecified),11,-3,0.5,8,0,0,-1,-1,0,-1
O=C(O)c1cn2c3c(ccc(Cl)c3c1=O)OCC2,-4,4,12,0,-6,6,-1,-1,3,6
O=C(COc1ccc(Cl)cc1)NCCCNC(=O)c1ccccn1,-4,-2,-0.1,-4,-4,1,-4,0,9,1
COc1cccc(NC(=O)N2CCCC2C(=O)NCC(C)C)c1 (stereo unspecified),-3,-4,0.1,2,3,-1,-1,-2,-3,0
OCC[C@@H]1C[C@H](O)[C@@H](O)[C@@]2(OCc3ccc(CO)cc32)O1,4,10,0.5,1,0,-3,1,0,8,2
C=CCn1c(SCCOc2ccccc2)nnc1C(C)NC(=O)c1ccccc1 (stereo unspecified),-7,-4,0.1,-4,-9,-2,1,0,-8,-6
COc1ccc(CNC(=O)Nc2cc(C)cc(C)c2)cc1,14,-3,0.5,-6,0,-3,-1,-2,4,-2
COCOc1cccc(CN2CCC2(C)C(=O)Nc2ccc3c(c2)OCO3)c1 (stereo unspecified),3,7,-0.6,4,6,2,-2,1,13,1
COc1ccc(OC)c(S(=O)(=O)NCCC2=CCCCC2)c1,2,0,-0.6,-8,-10,0,1,2,-4,4
CC(O)[C@H]1CN=C(N)N1CCc1cc(C(F)(F)F)cc(C(F)(F)F)c1 (stereo partly specified),6,-1,-0.5,-6,-1,1,-2,1,1,4
Cc1noc(C)c1COC(=O)CNC(=O)c1cccc(F)c1,4,-4,-0.2,7,-1,-2,3,-2,8,1
Cc1ccccc1NC(=O)c1cccc(C(F)(F)F)c1,-3,6,-0.5,-6,-9,-3,0,0,-3,0
COCCN(Cc1cc2ccc(C)cc2[nH]c1=O)S(=O)(=O)c1ccccc1,8,-1,-0.2,1,10,1,-1,1,-1,0
Cc1noc(C)c1-c1ccc(C(=O)NCc2ccncc2)c2occc12,3,-3,0.3,4,-3,-3,3,-1,3,-6
COc1ccc(CNC(C)(C)C)cc1Cl,7,-3,-0.4,1,0,-2,2,1,-7,-2
Oc1ccc(/C=N/Nc2ncnc3nc[nH]c23)cc1,-2,18*,-2.7,3,-2,-1,-2,-6,0,-8
O=C(Nc1nnc(C2CC2)s1)c1ccc(S(=O)(=O)c2ccccc2)cc1,1,-3,-0.3,-6,4,1,-3,2,8,4
COc1ccc(OC)c(Cc2nnc(CCC(=O)N3CCCCCC3)o2)c1,4,9,0.3,-2,-5,0,-1,-1,-4,-4
CC(=O)Nc1ccc(SCCN2CC[C@@H](C)CCC2=O)cc1,6,3,-0.1,2,-4,25*,-2,-4,2,-1
COc1cc(C2/C(=C(\O)c3ccc4c(c3)OCCO4)C(=O)C(=O)N2Cc2ccco2)ccc1O (stereo unspecified),-4,6,-0.4,1,4,5,0,-4,0,-4
O=C(NCC1CCCO1)c1cc2c(=O)[nH]c3ccccc3c2s1 (stereo unspecified),-7,-3,6.4,3,0,0,3,-5,1,-3
CCCCN(C)S(=O)(=O)c1c(C)[nH]c(=O)[nH]c1=O,-5,-1,-0.5,-3,-1,0,-6,6,0,12
COc1ccc(-c2ccc(SCC(=O)Nc3nccs3)nn2)cc1OC,-5,11,0.1,5,-3,1,4,21*,1,4
CN(C)c1cccc(Nc2ccc(-c3ccc(OC(F)(F)F)cc3)cn2)c1,-4,12,0.9,-8,1,8,0,-1,1,6
O=C1CCC[C@@H]2Cc3[nH]c4c(Cl)ccc(Cl)c4c3[C@@H]3CCN1[C@H]23,-2,-3,-0.1,5,6,-2,-1,1,-1,1
O=C(Nc1ccc(N2CCOCC2)cc1)C1CCN(S(=O)(=O)c2ccccc2F)CC1,-6,1,0.1,-10,0,6,2,1,-1,-3
C/C(=N\NC(=O)c1cc(-c2ccc(Br)s2)[nH]n1)c1ccncc1,6,-8,0.1,6,8,1,-1,-3,-3,0
COc1ccc(CN(C)C(=O)CCCNC(=O)c2ccc(Cl)cc2)cc1,-5,-5,-0.3,3,7,1,-1,-4,-4,-6
CC[C@]12C(=O)N(C)C[C@H]([C@@H]3C(=O)N(C)C(=O)[C@@H]31)N2C(=O)c1ccc(Br)cc1,4,2,-1.0,2,0,1,0,1,-6,4
Cc1ccc(CNC(=O)COC(=O)c2ccc(S(=O)(=O)NCc3ccco3)cc2)cc1,-1,-7,-0.7,3,6,-1,0,-2,3,-5
COc1ccc(NC(=O)CSc2nnc3n2CCCCC3)cc1S(=O)(=O)N1CCOCC1,6,3,-0.1,-1,3,1,-2,-1,8,-2
CCCNC(=O)C1(C)CCCN(C(=O)c2cccc(Cl)c2)C1 (stereo unspecified),-3,6,0.0,-3,4,6,-2,1,1,4
Cc1cccc(Nc2nc(C)cc(C)n2)c1,-9,-4,0.2,2,1,5,-2,5,-8,5
CCSc1nnc(NC(=O)c2csc3c2CCC(C)C3)s1 (stereo unspecified),3,-2,-0.3,0,7,0,1,-1,0,-1
CC(C)NC(=O)N(C)C[C@H]1Oc2ccc(NS(=O)(=O)c3ccccc3)cc2C(=O)N([C@H](C)CO)C[C@H]1C,-4,2,0.1,-1,-7,-1,1,-2,4,2
Nc1ncccc1OCc1ccc(Cl)c(Cl)c1,14,11,-0.2,7,0,-3,4,3,4,3
CC1CCCCC1NC(=O)CN1C(=O)COc2ccccc21 (stereo unspecified),10,-6,-0.1,2,-1,1,-1,0,-8,0
COc1ccccc1CNC(=O)[C@@H]1CCCN1S(=O)(=O)c1ccc(Cl)cc1,11,2,-0.4,4,4,6,2,2,2,3
CCc1ccc2c(c1)C(=O)CCC2,-10,-1,-0.7,0,10,4,3,2,0,2
COc1ccc(CN2CCCN(C)CC2)c(OC)c1C,11,3,0.2,-3,3,7,-1,1,-1,10
COc1ccc(NC(=O)C2CC(c3cccc(Br)c3)=NO2)cc1OC (stereo unspecified),-8,-8,0.3,6,-3,0,-3,0,5,-1
COc1ccc(CNC(=O)CN2CCN(c3ccccc3)CC2)cc1,-5,-6,0.1,-3,-2,1,-5,2,3,6
CC1Cc2ccccc2N1c1ncnc2c1nnn2Cc1ccccc1 (stereo unspecified),6,3,0.4,4,8,-1,-2,1,-1,0
O=C1CC2CCCN2C=C1I (stereo unspecified),17,10,0.3,9,0,0,-2,-1,1,3
C#CCN(C[C@H]1[C@H](OC(=O)NC2CCCC2)[C@H](OC(=O)NC2CCCC2)C[C@H]2C(=O)N(c3ccccc3)C(=O)[C@@H]12)S(=O)(=O)c1ccc(C)cc1,7,-7,-0.7,5,4,-7,9,-3,7,-6
CCOc1ccc(N(CC)C(=O)c2cn(CC)c(=O)c3cc(OC)c(OC)cc23)cc1,-3,5,0.3,-1,2,-9,6,-1,8,-7
O=C(/C=C/c1cccs1)Nc1ccc(N2CCOCC2)c(S(=O)(=O)Nc2ccccc2Cl)c1,-7,-69,-4.1,1,-3,0,-3,0,-5,-1
COc1cccc(Cn2nnc(C(=O)NCCc3ccc(Cl)cc3)c2N)c1,0,-11,0.3,2,7,10,-5,4,-2,9
COc1ccc2c(c1)sc(=N)n2C,-8,6,-1.1,-1,-1,2,4,1,3,2

# Screening results deposited in PubChem BioAssay by The Scripps Research Institute Molecular Screening Center.
